# ABCB6 inh MLPCN – blocks the human ABCB6 transporter. Q9NP58. K562-ABCB6 porphyrin accumulation, flow cytometry, 1 h; hits give low values. fluorescence ratio to DMSO, % at 10 µM. 360,000 compounds, 0.19% hits;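 active = fluorescence ratio to DMSO below 75%, the collection mean minus 3 SD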;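 also: signal is porphyrin accumulated inside mitochondria; 100% equals median channel fluorescence of DMSO control wells; lower ratio means ABCB6 inhibition with less porphyrin fluorescence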
# MC4R ag barr – human MC4R agonism via beta-arrestin | P32245 | U2OS MC4R beta-arrestin complementation, luminescence; percent of melanotan II response, DMSO zero | activation, % at 8.9 µM | 360,000 compounds, 0.98% hits;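 active = activation above a per-plate cutoff, the mean activation of sample wells on that plate plus 3 SD, cut at about 8% in these data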
# Target sequence (P32245 whole entry, looked up): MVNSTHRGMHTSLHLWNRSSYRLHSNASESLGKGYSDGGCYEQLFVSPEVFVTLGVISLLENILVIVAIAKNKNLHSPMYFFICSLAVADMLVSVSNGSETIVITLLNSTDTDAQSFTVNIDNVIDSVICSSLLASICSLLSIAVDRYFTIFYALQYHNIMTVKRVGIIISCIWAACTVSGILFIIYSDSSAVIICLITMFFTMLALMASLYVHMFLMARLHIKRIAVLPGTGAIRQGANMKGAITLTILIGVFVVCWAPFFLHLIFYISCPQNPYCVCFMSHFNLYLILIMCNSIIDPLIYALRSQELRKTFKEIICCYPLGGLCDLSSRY
# hiPSC survival – hiPSC single-cell survival enhancement; ATPlite luminescence; 100% = ROCK inhibitor wells, 0% = DMSO; 360,000 compounds, 0.044% hits; survival enhancement, % at 20 µM; in the data active = survival enhancement above about 18%;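 also: cells exposed to compounds for 16 hours before the ATP read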
# aDG glyco act – alpha-DG glycosylation activation; Pro5-aDG cells, alpha-DG glycosylation AlphaScreen (IIH6); 0% Pro5, 100% B10-LARGE cell signal; activation, % at 10 µM; 360,000 compounds, 0.22% hits; AID 624168;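 active = activation of at least 8% versus controls, or a plate z-score of at least 8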;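 also: Pro5 are CHO cells carrying HIG-tagged alpha-DG that lacks glycosylation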
# MC4R antag cAMP – blocks human MC4R cAMP signaling | P32245 | inhibition, % at 6.5 µM | 360,000 compounds, 0.48% hits | MC4R-expressing cells, MTII-stimulated cAMP, LANCE TR-FRET;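 active = inhibition above its plate's cutoff, the mean of tested wells on that plate plus 3 SD, cut at about 29% in these data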;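 also: 0% = Melanotan II alone and 100% = Melanotan II plus saturating MCL0020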
#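 Assay system: U2OS cells stably expressing human melanocortin 4 receptor (MC4R) / Dosing: 6.5 µM / Timing: compound 30 min, challenge 1 h, detection 1 h / Measured by: Eu-cAMP/anti-cAMP TR-FRET, emission 671 nm / Replicates: singlicate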
# m5-HT2A agonist – agonists of mouse serotonin 5-HT2A receptor (HTR2A) | 360,000 compounds, 0.66% hits | CHO-K1 mHTR2A beta-arrestin complementation, luminescence; percent of 30 µM serotonin response | activation, % at 7.6 µM;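 active = activation above a run cutoff, the mean activation of all tested compounds plus 3 SD, cut at about 14% in these data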;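 also: 0% = plate median of compound wells and 100% = 30 µM serotonin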
# Target sequence (P35363 whole entry, looked up): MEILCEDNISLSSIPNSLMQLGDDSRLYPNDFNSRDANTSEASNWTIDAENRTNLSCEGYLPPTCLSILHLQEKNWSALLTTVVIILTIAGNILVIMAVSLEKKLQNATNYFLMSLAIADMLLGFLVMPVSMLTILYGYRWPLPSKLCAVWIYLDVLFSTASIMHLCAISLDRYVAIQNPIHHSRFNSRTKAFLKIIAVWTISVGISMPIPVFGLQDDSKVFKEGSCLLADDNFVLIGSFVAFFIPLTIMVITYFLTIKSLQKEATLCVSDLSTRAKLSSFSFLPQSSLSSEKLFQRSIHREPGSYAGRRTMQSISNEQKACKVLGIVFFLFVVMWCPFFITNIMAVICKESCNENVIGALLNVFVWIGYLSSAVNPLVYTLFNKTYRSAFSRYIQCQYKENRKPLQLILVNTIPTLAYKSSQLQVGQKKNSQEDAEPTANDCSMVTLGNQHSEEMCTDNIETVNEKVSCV
# N-glyco inh – N-linked glycosylation inhibition | D54 ERlucT glycosylation luciferase reporter, 24 h; percent of 100 nM tunicamycin response | reporter increase, % at 12.5 µM | 360,000 compounds, 0.23% hits | AID 588692;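 active = mean luciferase reporter signal, scaled so untreated is 0 and the glycosylation-blocking control 100, at or above a set limit in every replicate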;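 also: luciferase carries N-glycosylation sites so blocking glycosylation raises the light; 0% = median of neutral control wells and 100% = median of 100 nM tunicamycin wells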
# H9c2 protect – myocardial damage modulation in H9c2 cells | H9c2 cardiomyocytes, H2O2 injury protection, ATPLite, 2 h | protection from H2O2 cell death, % at 20 µM | 360,000 compounds, 0.63% hits | AID 588492;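 active = compounds giving at least 50% protection of heart cells from peroxide-induced death in the single-dose screen, raw or plate-pattern-corrected value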;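 also: 0% = DMSO wells with peroxide and 100% = DMSO wells without peroxide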
# Exocytosis inh – lytic granule exocytosis inhibition. TALL-104 LAMP-1 surface exposure, flow cytometry; cells stimulated with thapsigargin and PMA. 360,000 compounds, 0.66% hits. inhibition, % at 10 µM;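 active = inhibition above about 55%, limit read from the data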
# ABHD5-PLIN5 inh – ABHD5-PLIN5 protein interaction inhibition; Q00G26+Q8WTS1; Split G. princeps luciferase complementation, luminescence, 4 h; inhibition, % at 4 µM; 360,000 compounds, 0.78% hits; AID 602281;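 active = inhibition above the mean inhibition across every tested compound plus 3 SD, cut at about 22% in these data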;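 also: 0% = DMSO only wells and the 100% control is not disclosed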
# An asterisk follows results filed as active; . = no result given.
SMILES,ABCB6 inh MLPCN,MC4R ag barr,hiPSC survival,aDG glyco act,MC4R antag cAMP,m5-HT2A agonist,N-glyco inh,H9c2 protect,Exocytosis inh,ABHD5-PLIN5 inh
CCN(CC)S(=O)(=O)c1ccc(/C=C/C(=O)OCC(=O)NC(=O)C2COc3ccccc3O2)cc1 (stereo unspecified),94,-0.1,-1.5,0.1,13,10,-1,3,-1,4
CCCCCc1ccc(-c2cn(Cc3ccc([N+](=O)[O-])cc3)nn2)cc1,101,7.7,-1.1,0.1,3,-1,-5,-8,-5,-2
C=CCSc1nc2c(cc1C#N)CCC2,89,-0.7,-0.6,-0.1,-2,3,3,-8,0,3
O=C(c1cccc([N+](=O)[O-])c1)N1CCN(C(=O)c2ccco2)CC1,95,-0.2,0.9,-0.1,21,0,2,4,0,2
CC(C)(C)NS(=O)(=O)c1ccc(/C=C/C(=O)O)cc1,102,-1.0,-0.3,0.0,7,-5,1,8,-3,-1
O=C(CSc1nc2ccccc2n1S(=O)(=O)c1ccccc1)N1CCCCC1,100,1.2,1.2,0.1,21,0,-1,11,-2,3
CCc1nc2ccc(C(=O)NCc3ccc4c(c3)OCO4)cn2c1N(CCC(C)C)CCN(C)C,99,-0.9,-3.1,0.0,31*,-1,2,1,15,1
N#Cc1c(Nc2ccc(F)cc2)sc(C(=O)c2ccc(F)cc2)c1N,94,1.7,1.1,0.1,18,2,3,-5,1,-4
COc1cccc(N(CC(=O)NC2CCCCC2)C(=O)CCC(=O)Nc2nccs2)c1,98,-0.5,0.7,0.2,-3,-2,1,-3,1,-5
Clc1cccc2sc(-c3nnc(-c4ccccc4)o3)c(Cl)c12,.,1.3,4.0,-0.1,3,-22,0,-8,-1,-5
O=C(c1ccc(-c2ccc([N+](=O)[O-])cc2)o1)N1CCCCC1,98,-2.4,-1.7,0.6,-4,0,-11,-2,29,9
O=C1CCC(c2ccc3ccccc3c2)O1 (stereo unspecified),99,-1.3,-1.7,0.0,0,5,2,0,-9,-1
COc1ccc(/C=C/C(=O)OCC(=O)Nc2ccc(Cl)cn2)cc1,99,5.7,-1.7,0.2,11,0,1,2,3,-1
O=C(N[C@@H](Cc1c[nH]c2ccccc12)C(=O)O)c1ccc(Cl)cc1,94,-2.5,1.6,-0.1,-4,-1,3,2,36,-1
COCCCN(CC(=O)Nc1ccc(F)cc1)S(=O)(=O)c1cccs1,91,-0.1,-0.3,-0.1,4,0,3,0,-2,6
CNC(=O)c1cccn1-c1ccsc1C(=O)OC,90,-0.3,-1.7,0.0,2,3,2,4,-1,3
CCCN1CCCc2cc(CN)ccc21,124,1.5,-2.3,0.4,-1,2,13,-20,-2,-9
O=C(COc1ccccc1)NCC(=O)N/N=C/c1cc(Br)ccc1OCc1ccccc1,101,1.5,0.2,0.1,1,-6,-1,9,4,14
Cc1ccc(S(=O)(=O)NCc2ccccc2)cc1C(=O)NCc1ccccn1,98,0.0,-0.1,0.1,-7,-4,-1,3,-8,-8
CC(=O)Nc1ccc(S(=O)(=O)Oc2cccc(/C=N/N=C3/NC(=O)C(CC(=O)O)S3)c2)cc1 (stereo unspecified),106,1.4,-4.2,0.0,0,-2,3,-1,-2,1
C/C(=N/NS(=O)(=O)c1ccc(Cl)cc1)c1ccc2c(c1)OCO2,99,0.2,0.3,0.1,12,1,2,-4,15,-4
COC(=O)c1ccccc1NC(=O)c1ccc2c(c1)C(=O)N(Cc1ccco1)C2=O,102,-0.8,-0.7,0.0,-3,-3,-5,0,-4,-1
COc1ccccc1NC(=O)Cc1nn(C)c(=O)c2ccccc12,91,-2.6,-3.5,5.3,-3,0,2,-35,-2,0
O=C(O)c1ccc(N=NN2CCCCC2)cc1,98,0.4,0.2,0.0,1,2,-5,9,0,3
COc1ccc(Cn2cc(CN3CC(N4CCN(Cc5ccccc5F)CC4)CS3(=O)=O)nn2)cc1 (stereo unspecified),99,.,-0.2,0.0,.,7,.,.,12,-1
CNC(=S)NN(C)c1nc(C)cc(C)n1,105,-1.3,-0.3,0.2,4,6,2,2,0,2
CCOC(=O)C1=C(C)Nc2ncnn2C1c1c[nH]c2ccccc12 (stereo unspecified),98,0.1,0.5,-0.3,0,6,5,-7,-6,6
CC(=O)C1=C(C)NC(SCC(=O)c2ccc(F)cc2)=C(C#N)C1c1ccco1 (stereo unspecified),104,-1.2,-0.4,0.1,-4,-1,1,17,-1,9
COc1ccc(-n2nnnc2C(c2cc3ccccc3o2)N2CCN(C/C=C/c3ccccc3)CC2)cc1 (stereo unspecified),94,.,-1.0,-0.5,.,-8,-4,-2,17,-2
CN1/C(=C/C(=O)c2ccc(Cl)cc2)Sc2cc3c(cc21)OCO3,101,-1.3,0.1,0.5,8,0,-1,-1,2,0
CC(C)[C@H](CO)Nc1nc(NCc2ccc(S(N)(=O)=O)cc2)c2ncn(C(C)C)c2n1,101,-1.6,-4.5,0.0,5,-3,-1,0,-3,-16
CC(C)C[C@H]1CN(CCCC[C@@H]2CNC(=O)C(=O)N2Cc2ccccc2)C(=O)C(=O)N1CCc1ccc(O)cc1,102,.,0.8,-0.3,.,2,.,.,-3,9
Nn1c(SCCOc2ccc(Cl)cc2)nnc1-c1cccnc1,95,-2.1,0.5,0.1,3,2,7,6,0,-2
Cc1cccc(N2CCN(CC(O)COc3ccc(Cl)cc3)CC2)c1 (stereo unspecified),93,2.7,-0.6,-0.1,8,-12,3,-3,0,-3
O=C(CN1C(=O)NC2(CCCC2)C1=O)NCCc1ccc(Cl)cc1Cl,98,-1.6,-0.3,-0.1,-6,6,5,6,-2,-4
COc1ccccc1NC(=O)N(c1c(N)n(Cc2ccccc2)c(=O)[nH]c1=O)C1CCCC1,103,-1.7,0.0,0.1,-6,1,1,6,1,-5
COc1ccc(Nc2cc(Cl)ccc2C(=O)O)cn1,97,-0.4,-0.3,0.0,12,9,2,0,11,-3
Cc1ccc(C(=O)NNC(=O)C2CCN(S(=O)(=O)c3ccc(Cl)cc3)CC2)cc1,97,-0.6,2.1,0.0,0,3,-2,-3,0,2
COc1ccc(NC(=O)CC2C(=O)N(Cc3ccco3)C(=S)N2C(C)C)cc1 (stereo unspecified),101,2.7,0.3,0.0,11,-2,-1,3,3,13
CCCCN1CC(O)=C(c2nc3ccccc3s2)C1=N,85,0.2,-3.2,0.3,-7,-3,3,8,1,3
CCOc1ccc(NC(=O)CN(C)S(=O)(=O)c2cnc[nH]2)cc1,100,-2.8,-1.1,1.1,7,1,2,6,-9,-5
N#Cc1ccc(C(=O)Nc2cc(S(=O)(=O)Nc3ccc(Cl)cc3)ccc2N2CCCCC2)cc1,98,-0.9,-0.1,3.1,10,0,-14,-8,13,-7
c1ccc2c(c1)OCC(c1nnc3n1-c1ccccc1SC3)O2 (stereo unspecified),108,-1.7,0.2,0.2,5,8,-3,2,2,-4
CCOC(=O)C1CCCN(CCSc2ccc(C)cc2)C1 (stereo unspecified),99,-0.6,-0.4,0.0,0,-5,0,-1,16,5
Cc1ccc(NC(=O)c2ccc(S(=O)(=O)N3CCCCC3)cc2)cc1,98,-0.1,-2.2,0.3,7,-7,-4,-6,-2,-12
CCc1ccccc1NC(=O)CCNS(=O)(=O)c1cc(Br)cnc1N,95,-3.0,-0.4,0.2,11,-3,-4,-3,3,7
O=C(C1CCCN(CCCc2ccccc2)C1)N1CCCCCC1 (stereo unspecified),100,0.9,-2.1,0.5,20,-7,2,12,2,0
CC1=C(C(=O)N(C)C)CC(CC(=O)NCc2ccco2)C(=O)N1Cc1ccccc1 (stereo unspecified),99,1.6,-0.7,-0.1,0,2,1,-11,-4,7
O=C(Cc1ccccc1)Nc1nnc(SCC(=O)NC2CCCC2)s1,97,-1.8,-0.8,0.5,-3,-2,1,-5,-1,-6
O=C(Nc1cccc2c1CCCC2)c1ccc(Cl)c([N+](=O)[O-])c1,102,2.3,1.0,0.6,19,2,0,1,2,3

# Full records as entered above. Values in the order: ABCB6 inh MLPCN, MC4R ag barr, hiPSC survival, aDG glyco act, MC4R antag cAMP, m5-HT2A agonist, N-glyco inh, H9c2 protect, Exocytosis inh, ABHD5-PLIN5 inh
# O=C(Cc1ccccc1)Nc1nnc(SCC(=O)NC2CCCC2)s1 reads 97, -1.8, -0.8, 0.5, -3, -2, 1, -5, -1, -6
# CCOc1ccc(NC(=O)CN(C)S(=O)(=O)c2cnc[nH]2)cc1 reads 100, -2.8, -1.1, 1.1, 7, 1, 2, 6, -9, -5

# The list continues.
SMILES,ABCB6 inh MLPCN,MC4R ag barr,hiPSC survival,aDG glyco act,MC4R antag cAMP,m5-HT2A agonist,N-glyco inh,H9c2 protect,Exocytosis inh,ABHD5-PLIN5 inh
Cc1noc(C(=O)NCc2ccco2)c1Cl,100,-0.6,-0.2,-0.2,4,-4,2,14,1,-3
O=C(C[n+]1cn(C(F)F)c2ccccc21)c1ccc(Br)cc1,96,1.8,-0.5,-0.1,11,0,1,9,1,-5
Cc1cc(Cl)ccc1Oc1nc(-c2ccc(F)cc2)ccc1C#N,95,2.9,-1.4,0.9,-1,-2,-6,-12,-1,-5
CCS(=O)(=O)c1ccc(-c2cccc(NC(=O)c3ccco3)c2)nn1,107,-2.4,-0.3,0.2,6,9,-4,8,-3,4
O=C(c1ccc(CS(=O)c2cccc(Cl)c2)o1)N1CCN(c2ccccn2)CC1 (stereo unspecified),98,-1.8,-0.4,-0.5,4,5,3,11,2,3
COc1ccccc1CCC(=O)NNC(=O)Cn1nc(C)cc1C,96,1.3,0.4,0.2,-1,4,1,5,5,4
CCn1c(C)cc2c(c1=O)C(c1ccncc1)C(C#N)=C(N)O2 (stereo unspecified),91,-2.1,9.1,0.8,-6,2,2,8,7,3
CSC(SC)=C(C(C)=O)C(=O)c1ccc(C)cc1,103,2.5,-1.1,0.3,6,-5,1,-11,1,3
S=C(NCc1ccco1)N1CCN(c2ccccc2Cl)CC1,100,-2.2,1.6,0.4,3,-5,-4,3,18,-6
CC(C)(C)S(=O)N1Cc2cc(C(=O)NCc3ccc4c(c3)OCO4)nc(-c3cccc(-c4ccccc4)c3)c2[C@@H]1CCO (stereo partly specified),94,.,-1.1,-0.5,.,-1,0,6,0,7
CCN(c1ccc(F)cc1)S(=O)(=O)c1ccc2[nH]cc(C(=O)NCCCN3CCOCC3)c(=O)c2c1,98,-1.1,-0.7,0.1,3,-5,0,5,-2,5
COc1cc(CN2CCCC(N3CCN(c4ccc(F)cc4)CC3)C2)ccc1F (stereo unspecified),96,0.9,-0.7,-0.1,30*,-13,-3,0,61*,6
COc1ccccc1[C@@H]1C(c2cccc(Cl)c2)=NN(c2ccc(Br)cc2)[C@H]1C(=O)N1CCOC1=O,90,-0.6,1.7,0.9,-1,6,7,-11,-8,-9
COc1ccccc1NC(=O)COC(=O)C12CC3CC(CC(Br)(C3)C1)C2,90,5.9,0.1,-0.1,13,4,3,-6,2,1
Cc1ccc(NC(=O)C(NC2CCCc3ccccc32)c2ccccc2)cc1Cl (stereo unspecified),115,6.7,-1.8,0.3,3,1,-4,-16,9,3

# Screens: PubChem BioAssay, several laboratories
